Screens from PubChem BioAssay.
ZTA counter – counter-screen for EBNA-1 inhibitors: inhibitors of Epstein-Barr virus ZTA; ZTA-DNA binding, fluorescence polarization; inhibition, % at 11 µM; actives 0.15% (n = 320,000); AID 2234; in the data active = inhibition above about 33%
JMJD2C inh – inhibitors of GASC-1 histone demethylase, primary screen, biochemical, fluorescence, DELFIA europium; Lysine-specific demethylase 4C (Homo sapiens), Q9H3R0; GST-JMJD2C(1-420) H3K9me3 demethylation; inhibition, % at 2.35 µM; actives 0.069% (n = 330,000);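 active = more than half of a compound's replicate wells show inhibition beyond 50%, single wells judged on their own value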;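 also: signal counts dimethyl H3K9 product captured on neutravidin plate; 0% = median of DMSO wells and 100% = 0.3 times that DMSO median; strong numbers were not always called active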
Target sequence (Q9H3R0 1-420 limits assumed): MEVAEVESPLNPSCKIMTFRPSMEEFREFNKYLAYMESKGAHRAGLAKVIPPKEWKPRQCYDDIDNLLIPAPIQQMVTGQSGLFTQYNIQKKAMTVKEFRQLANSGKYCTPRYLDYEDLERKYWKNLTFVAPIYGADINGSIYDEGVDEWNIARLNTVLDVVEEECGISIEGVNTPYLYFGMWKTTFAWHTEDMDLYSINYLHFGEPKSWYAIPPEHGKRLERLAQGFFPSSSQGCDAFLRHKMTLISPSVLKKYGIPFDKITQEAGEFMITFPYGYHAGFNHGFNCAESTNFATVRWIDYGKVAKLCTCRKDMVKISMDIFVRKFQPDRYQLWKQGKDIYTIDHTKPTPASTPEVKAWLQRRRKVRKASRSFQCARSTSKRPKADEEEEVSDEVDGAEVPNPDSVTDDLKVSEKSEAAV
EBNA-1 inh – EBNA-1 DNA-binding inhibitors, primary screen, biochemical, fluorescence polarization; inhibition, % at 14.8 µM; actives 0.34% (n = 300,000); in the data active = inhibition above about 28%
TPT1 inh – Candida albicans TPT1 enzyme inhibitors, primary screen, biochemical, fluorescence polarization. inhibition, % at 5 µM. tRNA 2'-phosphotransferase TPT1 (Candida albicans SC5314). actives 0.81% (n = 300,000). recombinant caTPT1, FP RNA substrate dephosphorylation;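 active = inhibition above the mean of all tested compounds plus 3 SD, set per screening campaign, cut at about 24% in these data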;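 also: plate controls were DMSO alone for no effect and ferristatin control at 100 nM for full effect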
CTSL1 counter – Fasciola hepatica cathepsin L1 inhibitors, primary screen, counter-screen for PFM18AAP inhibitor project, biochemical, QFRET, fluorogenic peptide substrate; actives 0.49% (n = 300,000); recombinant F. hepatica cathepsin L1, Z-Leu-Arg-MCA fluorescence; inhibition, % at 5.96 µM;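 active = inhibition above the mean of all tested compounds plus 3 SD, set per screening campaign, cut at about 17% in these data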;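 also: 0% = plate median of test compound wells and 100% = 1 µM Z-Phe-Ala-diazomethylketone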
PP1 inh – PP1-alpha phosphatase inhibitors, primary screen, counter-screen for PP5 inhibitor project, biochemical, fluorescence, OMFP substrate, single point; purified PP1alpha; inhibition, % at 6.7 µM; actives 0.9% (n = 320,000);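 active = inhibition above the mean inhibition of all tested compounds plus 3 SD, computed separately for each screening campaign, cut at about 15% in these data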
core dimer inh – inhibitors of HCV core protein dimerization, primary screen, biochemical, TR-FRET, high-throughput. TR-FRET GST/Flag-core106 dimerization, 1536-well. inhibition, % at 5 µM. actives 0.33% (n = 300,000);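 active = inhibition above the mean of all tested compounds plus 3 SD, set per screening campaign, cut at about 45% in these data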
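Assay system: GST-tagged and Flag-tagged HCV core protein residues 1-106 / Times: compound-protein-antibody incubation 4 h at 22.5 °C / Signal: time-resolved FRET, ex 340 nm, em 617 and 671 nm / Evaluation: % inhibition based on acceptor/donor emission ratio / Benchmarks: wells lacking GST-core106 and wells with excess unlabelled core106 / Repeats: singlicate, one well per compound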
PP5 primary – PP5 phosphatase inhibitors, primary screen, biochemical, fluorescence; Serine/threonine-protein phosphatase 5 (Homo sapiens), P53041; purified PP5c, OMFP substrate fluorescence; inhibition, % at 6.7 µM; actives 0.18% (n = 320,000);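 active = inhibition above the campaign's mean inhibition across all tested compounds plus 3 SD, cut at about 9.5% in these data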;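 also: 0% = DMSO only and 100% = 100 µM cantharidin control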
Target sequence (P53041 whole entry, looked up): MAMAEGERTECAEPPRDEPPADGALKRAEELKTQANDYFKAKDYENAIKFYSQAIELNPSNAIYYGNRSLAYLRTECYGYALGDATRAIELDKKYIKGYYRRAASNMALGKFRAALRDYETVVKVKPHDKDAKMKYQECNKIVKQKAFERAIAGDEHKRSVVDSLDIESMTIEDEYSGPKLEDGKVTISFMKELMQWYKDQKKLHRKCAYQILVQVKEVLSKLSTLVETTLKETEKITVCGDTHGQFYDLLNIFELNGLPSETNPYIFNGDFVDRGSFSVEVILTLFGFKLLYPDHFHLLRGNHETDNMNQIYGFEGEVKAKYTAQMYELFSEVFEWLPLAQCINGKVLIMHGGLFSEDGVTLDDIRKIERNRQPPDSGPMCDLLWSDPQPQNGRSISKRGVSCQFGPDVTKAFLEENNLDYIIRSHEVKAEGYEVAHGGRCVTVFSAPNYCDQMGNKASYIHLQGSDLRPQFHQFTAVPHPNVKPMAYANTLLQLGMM
Yeast superoxide – reduction of superoxide in aged yeast, primary screen, HTS | S. cerevisiae aged cells, superoxide DHE fluorescence; active compounds read low | superoxide response (% of plate mean), % at 10 µM | actives 0.18% (n = 330,000);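 active = superoxide response under a set limit, about three screen SD below normal, cut at about 65% in these data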;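 also: yeast aged for seven days with compound at 30 °C before DHE staining; 100% = average MFI of all compound-treated wells on the plate with controls excluded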
The depositor's hits bear a star.

SMILES | ZTA counter | JMJD2C inh | EBNA-1 inh | TPT1 inh | CTSL1 counter | PP1 inh | core dimer inh | PP5 primary | Yeast superoxide
O=C(COc1cccc2cccnc12)Nc1ccccc1 | 1 | -3 | -10 | 6 | -4 | 3 | -4 | -1.3 | 106
Cc1ccc(SCCC(=O)Nc2cccnc2)cc1 | 3 | 5 | 4 | 1 | 0 | -4 | -1 | -1.4 | 105
CN(CC(=O)NC1(C)CCS(=O)(=O)C1)S(=O)(=O)c1ccc(Cl)cc1 (configuration not stated) | 8 | 0 | -7 | 0 | 1 | 3 | -3 | -1.6 | 92
Cn1c(=O)n(CCc2ccccc2)c(=O)c2c1nc1n2CCN1Cc1ccco1 | 8 | 70 | 13 | 4 | -4 | -2 | 3 | -1.6 | 83
COc1ccc(N2CCN(Cc3nc4ccccc4n3C)CC2)cc1 | -14 | -14 | -12 | 0 | -6 | -5 | 5 | -1.5 | 110
CCOC(=O)c1c(C)[nH]c(C)c1S(=O)(=O)N(C)CC(=O)NCc1ccc(F)cc1 | -2 | 2 | -6 | 2 | -1 | -4 | -2 | 1.1 | 109
COCCSc1nc2c(c(=O)[nH]c(=O)n2C)n1CCCc1ccccc1 | 2 | 0 | -15 | -2 | 3 | 1 | -8 | -0.1 | 92
C/C(=N\NC(=O)c1ccc(CSc2cccc3cccnc23)cc1)C1CCCCC1 | -17 | 1 | 7 | -2 | -6 | 3 | -1 | 1.4 | 98
CC(C)(C)c1ccc(NC(=O)COC(=O)c2ccc([N+](=O)[O-])s2)cc1 | 6 | -2 | -5 | 0 | 13 | 11 | -7 | 2.9 | 75
COc1ccc(S(=O)(=O)N2CCOCC2)cc1NC(=O)CSc1cccc[n+]1[O-] | 2 | -13 | 6 | -5 | 6 | -3 | -4 | 2.2 | 101
N#Cc1cnn2c(N)c(-c3ccc(Cl)cc3)cnc12 | 6 | 29 | -1 | 3 | 4 | -5 | 0 | -0.1 | 75
C/C(=N\NS(=O)(=O)c1ccc(Cl)cc1)c1ccc(NC(=O)c2ccco2)cc1 | 5 | 0 | 0 | 4 | 2 | -4 | -7 | 1.8 | 93
COc1cccc(NC(=O)c2ccccc2-c2nc(-c3ccc(Cl)cc3)no2)c1 | 8 | 5 | -13 | 3 | 2 | 1 | 8 | 7.8 | 108
CC(C)CN1C(=O)c2ccc(NC(=O)C3CC3)cc2C1=O | -13 | -1 | -6 | 4 | -3 | 8 | 6 | 0.3 | 105
COc1cc(/C=C/C(=O)OCC(=O)NC(=O)NC(C)C)ccc1OCC#N | -3 | 6 | 2 | 5 | -7 | 3 | -9 | -2.6 | 107
O=C(O)CC(c1ccccc1F)N1Cc2ccccc2C1=O (configuration not stated) | -1 | 12 | 1 | -2 | 0 | -4 | 7 | 0.9 | 104
NNc1nnc2c3cc(F)ccc3n(Cc3ccccc3)c2n1 | 5 | 16 | -8 | 4 | 0 | 8 | 18 | 2.6 | 141
O=C(Cc1csc(Nc2nc(=S)[nH]c3ccccc23)n1)NCCCN1CCN(c2cccc(Cl)c2)CC1 | 21 | 11 | 26 | -1 | 6 | 5 | 8 | 2.4 | 92
COc1ccc(CNS(=O)(=O)CCNC(=O)c2ccc(OC)cc2)cc1 | 0 | -4 | 1 | 0 | 2 | -2 | -1 | 1.7 | 85
O=C1c2ccc3c4c(ccc(c24)C(=O)N1c1ccc2ccccc2c1)CC3 | -12 | 11 | 15 | 0 | -2 | 2 | 19 | 1.8 | 88
COc1ccccc1/C=C1\SC(=O)N(CCC(=O)NCCCn2ccnc2)C1=O | 6 | -20 | -14 | -3 | 4 | 1 | -7 | 4.0 | 101
Cc1cccc(OCc2nnc(SCc3cc(=O)n4cc(Br)ccc4n3)o2)c1 | -4 | 1 | 11 | 2 | 11 | 5 | -1 | 3.1 | 116
C/C(=N\Nc1ccc(F)cc1)c1ccc(N2CCOCC2)c(F)c1 | 12 | 2 | 9 | 1 | -1 | 0 | 3 | -0.7 | 118
O=C(COC(=O)Cc1ccc(F)cc1)Nc1cc(S(=O)(=O)N2CCOCC2)ccc1N1CCCC1 | 10 | 1 | 12 | 1 | -2 | 0 | -3 | 1.8 | 100
Cc1sc2ncnc(SCC(=O)c3ccc(O)cc3O)c2c1C | 23 | -2 | 19 | 1 | 2 | -2 | 22 | 0.7 | 110
CC(=O)Nc1cccc(NC(=O)c2ccc3[nH]c(C)c(C)c3c2)c1 | 0 | -1 | 0 | -1 | 1 | -2 | -5 | -0.6 | 93
O=C(Cn1cccn1)c1ccccc1 | 14 | -9 | 9 | 2 | 5 | 0 | 0 | -2.4 | 92
O=C1c2cc(O)c(O)cc2S(=O)(=O)C1c1ccccc1 (configuration not stated) | 1 | -15 | 2 | 2 | -6 | 0 | -10 | 1.8 | 108
CCOc1cc(-c2noc(CCC(=O)NCC3CCCO3)n2)ccc1OC (configuration not stated) | 13 | 3 | 12 | 2 | 0 | -5 | 0 | -0.6 | 95
COC(=O)c1ccc(N=Cc2c(C(F)(F)F)[nH]n(C)c2=O)cc1 | 4 | 4 | 13 | 4 | 2 | -3 | 3 | 1.5 | 94
Cc1ccc(NC(=O)CN(C)C(=O)c2ccccc2OCc2c(C)noc2C)cc1 | 1 | 2 | 6 | 1 | 2 | -3 | 2 | 1.1 | 92
O=C(C[n+]1ccccc1)Nc1ccccc1C(F)(F)F | -5 | 1 | -4 | -3 | -1 | -6 | 5 | 0.5 | 97
O=C(NCCN=C1NS(=O)(=O)c2ccccc21)c1ccccc1 | 8 | -23 | -1 | -2 | -1 | -4 | 3 | -0.5 | 94
Cc1[nH]n2c(=O)c3c(nc2c1-c1ccccc1)CCCC3 | -9 | 30 | -3 | -5 | -1 | 1 | -6 | 0.8 | 101
Cc1cccc(N2C(=O)c3cccnc3C2=O)c1 | -5 | -3 | 1 | -2 | -1 | 3 | -1 | 2.5 | 106
COc1ccc2c(c1)sc1nc(=O)ccn12 | 8 | 1 | -3 | -4 | 2 | -1 | -1 | 1.4 | 106
O=C(NCCCN1CCOCC1)c1ccc2c(c1)N(Cc1cccc(F)c1)C(=O)c1ccccc1S2 | -14 | -4 | -13 | 4 | 1 | 6 | -94 | 0.0 | 99
Nc1nc(CN2CCN(c3ccccc3F)CC2)nc(N2CCCc3ccccc32)n1 | 1 | 6 | 0 | -3 | 11 | 1 | -6 | -0.3 | 96
Cc1ccc(N(C)/N=C/c2ccc(Cl)cc2Cl)nn1 | -1 | 1 | -4 | 3 | 3 | 2 | 3 | -1.0 | 97
COc1ccccc1OCC(=O)NNC(=O)c1ccoc1C | -4 | 13 | 3 | 0 | -6 | -3 | -6 | 0.0 | 104
Cn1c(=O)cc(SCC(=O)NCC2CCCO2)c2ccccc21 (configuration not stated) | 18 | -7 | -1 | 0 | 0 | 1 | 9 | 2.2 | 97
COc1ccc(C(=O)NN(c2ccccc2)c2ccccc2)cc1 | -5 | 1 | 7 | 2 | 1 | -5 | -2 | 2.3 | 99
c1ccc(C2c3[nH]c4ccccc4c3CCN2Cc2cccn2-c2ccccn2)nc1 (configuration not stated) | -19 | 5 | -9 | -3 | -2 | 3 | 1 | 1.2 | 95
Cc1cc(N2CCC(C(=O)NCC3CC3)CC2)nc(-c2ccccc2)n1 | -22 | 2 | 8 | -5 | 0 | -4 | -3 | 2.2 | 99
Cc1ccc(NC(=O)/C=C\C(=O)NCC(=O)O)cc1C | -4 | 11 | -2 | -2 | -7 | -2 | -8 | -1.1 | 104
COc1ccc(-c2ccc(CCC(=O)O)n2-c2ccccc2O)cc1 | -8 | 15 | 12 | 4 | -1 | 2 | -1 | -1.6 | 95
CCn1c(=O)c(=O)[nH]c2cc(C(=O)N3CCN(c4ccccc4F)CC3)ccc21 | 14 | -2 | 5 | 4 | 0 | -3 | 2 | -2.7 | 89
O=C(Nc1n[nH]c(=S)s1)c1ccc2ccccc2c1 | 8 | 5 | 4 | 4 | 2 | -1 | -9 | 1.6 | 97
COCc1cc(=O)n2[nH]c(SC)nc2n1 | -10 | -18 | 14 | -1 | 0 | 0 | -3 | -0.9 | 101
CCN(CC)C(=O)C1CC(=O)N(c2ccc(F)c(Cl)c2)C1 (configuration not stated) | 4 | -7 | 6 | 0 | -3 | -3 | -3 | 1.4 | 97
CCCN1C(=O)c2[nH]nc(-c3cc(Cl)c(C)cc3O)c2C1c1ccc(O)c(OC)c1 (configuration not stated) | -7 | -22 | 1 | 2 | 0 | 0 | 1 | 6.8 | 104
COc1cccc(NC(=S)N2c3ccccc3CC2C)c1 (configuration not stated) | -9 | -6 | 3 | 1 | -1 | 3 | -1 | 0.7 | 91
Cc1nc2nc(SCC(=O)NCCCN3CCCCCC3)nn2c(C)c1Cc1ccccc1Cl | -10 | 3 | 2 | 2 | -2 | 2 | 2 | 2.3 | 106
COc1ccc(C2=NOC(C(=O)NC(C)C)C2)cc1 (configuration not stated) | -4 | -3 | 0 | -1 | 0 | -2 | -2 | 1.4 | 80
c1ccc(C2=NN(c3ccccc3)C(c3ccco3)C2)cc1 (configuration not stated) | -3 | 0 | 10 | -5 | 2 | -1 | 0 | 0.9 | 86
O=C(NC(=O)c1ccccc1)Nc1ccccn1 | -3 | 3 | 4 | 0 | 1 | -4 | -4 | 0.0 | 101
O=C(/C=C/Nc1ccc(Oc2ccccc2)cc1)c1ccco1 | 5 | 55 | 3 | 6 | -2 | 2 | 12 | 0.9 | 92
COCCNC(=O)CN(C(=O)CCC(=O)Nc1ccccn1)c1ccc(OC)cc1 | -7 | 0 | -8 | 2 | -6 | -3 | 3 | -0.9 | 92
C=CCc1cccc2cc(C(=O)Nc3ccc(CC(=O)O)cc3)c(=O)oc12 | 12 | -17 | 7 | 8 | 2 | 2 | 32 | 3.5 | 129
c1ccc2c(c1)ncn2CCOCCOCCn1cnc2ccccc21 | 3 | 7 | 7 | -5 | 1 | -4 | 0 | 0.7 | 97
CCC(Sc1nc2cc(OC)c(OC)cc2c(=O)n1CCc1ccc(OC)c(OC)c1)C(=O)NCCOC (configuration not stated) | 1 | -1 | -3 | 2 | -1 | -3 | 1 | -0.5 | 83
COc1ccc(CCNC(=O)c2cc(COc3c(C)cccc3C)on2)c(OC)c1 | -22 | 2 | 4 | 0 | -2 | -1 | -10 | 4.9 | 114

Compound profiles (already shown). Order of values: ZTA counter, JMJD2C inh, EBNA-1 inh, TPT1 inh, CTSL1 counter, PP1 inh, core dimer inh, PP5 primary, Yeast superoxide
Profile of `c1ccc2c(c1)ncn2CCOCCOCCn1cnc2ccccc21` : 3, 7, 7, -5, 1, -4, 0, 0.7, 97
Profile of `COc1ccc(CCNC(=O)c2cc(COc3c(C)cccc3C)on2)c(OC)c1` : -22, 2, 4, 0, -2, -1, -10, 4.9, 114
Profile of `COCCNC(=O)CN(C(=O)CCC(=O)Nc1ccccn1)c1ccc(OC)cc1` : -7, 0, -8, 2, -6, -3, 3, -0.9, 92
Profile of `O=C(/C=C/Nc1ccc(Oc2ccccc2)cc1)c1ccco1` : 5, 55, 3, 6, -2, 2, 12, 0.9, 92
Profile of `CCN(CC)C(=O)C1CC(=O)N(c2ccc(F)c(Cl)c2)C1` (configuration not stated) : 4, -7, 6, 0, -3, -3, -3, 1.4, 97
